# STK33 kinase inh – inhibitors of purified STK33 kinase, primary screen, biochemical, ADP-Glo luminescence, homogeneous, cell-free; Serine/threonine-protein kinase 33 (Homo sapiens), Q9BYT3; MBP phosphorylation; inhibition, % at 10 µM; actives 0.073% (n = 320,000); AID 2661, 2010;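 active = inhibition at or above 25%, using the most active replicate where run in duplicate; inactive = inhibition below 25%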
# KCNQ2 block – KCNQ2 potassium channel inhibitors, primary screen, cell-based, CHO-K1, FluxOR thallium flux, B-score (AID 2156); Potassium voltage-gated channel subfamily KQT member 2 (Rattus norvegicus), O88943; 20 min; active compounds read low; B-score at 10 µM; actives 1.1% (n = 310,000);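 active = fluorescence ratio B-score at most minus 3 library SDs, with starting brightness B-score within 2 library SDs, cut at about -5.5 in these data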
# Target sequence (O88943 whole entry, looked up): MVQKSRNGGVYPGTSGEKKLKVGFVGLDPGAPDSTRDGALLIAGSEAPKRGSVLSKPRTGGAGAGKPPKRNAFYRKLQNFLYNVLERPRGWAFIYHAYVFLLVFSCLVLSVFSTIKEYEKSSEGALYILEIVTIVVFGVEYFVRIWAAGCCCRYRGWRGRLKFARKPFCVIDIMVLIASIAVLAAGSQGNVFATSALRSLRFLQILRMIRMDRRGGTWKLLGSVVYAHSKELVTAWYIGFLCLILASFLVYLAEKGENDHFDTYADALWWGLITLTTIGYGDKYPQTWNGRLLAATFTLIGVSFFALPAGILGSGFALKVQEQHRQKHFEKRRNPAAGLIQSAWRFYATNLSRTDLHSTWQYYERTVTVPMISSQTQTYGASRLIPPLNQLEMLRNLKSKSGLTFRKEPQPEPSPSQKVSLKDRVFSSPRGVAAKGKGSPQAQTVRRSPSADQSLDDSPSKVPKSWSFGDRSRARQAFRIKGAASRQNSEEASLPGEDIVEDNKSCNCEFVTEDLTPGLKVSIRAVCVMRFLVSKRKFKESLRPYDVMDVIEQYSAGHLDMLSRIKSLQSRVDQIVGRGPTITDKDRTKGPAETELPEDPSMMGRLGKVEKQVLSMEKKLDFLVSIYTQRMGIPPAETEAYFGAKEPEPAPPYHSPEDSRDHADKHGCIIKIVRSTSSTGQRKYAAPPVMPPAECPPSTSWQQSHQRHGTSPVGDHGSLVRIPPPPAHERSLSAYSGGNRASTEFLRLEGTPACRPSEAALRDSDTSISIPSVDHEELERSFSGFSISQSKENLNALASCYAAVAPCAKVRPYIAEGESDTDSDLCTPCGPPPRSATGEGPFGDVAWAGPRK
# OX1R antag – antagonists of human orexin 1 receptor (OX1R) | Orexin/Hypocretin receptor type 1 (Homo sapiens), O43613 | OX1R-expressing cells, FRET antagonist read-out | inhibition, % at 6.6 µM | actives 1.8% (n = 330,000) | AID 485270, 2010; in the data active = inhibition mostly above about 38%, no sharp cut-off; inactive = mostly below about 40%;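 also: 0% = agonist challenge alone and 100% = reference antagonist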
# * hit, by the source's call; i = inactive; / = not tested or not shown. Random draw from the library; 2.7% or so of the library scored in one or more.
SMILES,STK33 kinase inh,KCNQ2 block,OX1R antag
COc1ccc(CN(C(=O)CSc2nnc(-c3c[nH]c4ccccc34)o2)c2ccc(F)cc2)cc1OC,0.0,-7*,81*
COc1cccc2cc(-c3nc4ccccc4o3)c(=O)oc12,0.5,i,123*
CC1CN(C(=O)COC(=O)c2cc(Cl)ccc2Cl)CC(C)O1 (stereo not given),-1.0,i,2
COc1ccc(-c2cc(=O)c3ccccc3o2)cc1,0.9,i,67*
COc1ccc2cc(C(=O)NCCCN3CCCC3=O)[nH]c2c1,2.1,i,1
COc1ccc(C2C(C#N)=C(SCC(=O)Nc3ccc(C)cc3)NC3=C2C(=O)CC(C)(C)C3)cc1 (stereo not given),-0.2,i,6
NS(=O)(=O)c1ccc(CCNC(=O)CNS(=O)(=O)c2cccc(Br)c2)cc1,0.5,i,6
O=C(NCC(=O)N1CCN(c2ccccn2)CC1)c1ccc(Br)o1,0.0,i,-4
CCn1c(SCC(=O)Nc2cc(C)on2)nc2c([nH]c3ccccc32)c1=O,-4.0,i,31
O=c1[nH]n(Cc2ccccc2)c2ccccc12,-1.7,i,9
O=c1cc(CSc2ccccc2)[nH]c2ccccc12,-2.6,i,11
NS(=O)(=O)c1ccc(CCNC(=O)CN2CCN(c3ccccc3F)CC2)cc1,-1.0,i,12
Cc1nnc(SCC(=O)NC2CC2)n1CC1CCCO1 (stereo not given),-0.6,i,25
CCN(CC1COc2ccccc2O1)C(=O)CN1C(=O)NC(C)(c2ccc(C)cc2)C1=O (stereo not given),-0.3,i,13
Cc1cccc(Oc2ccc(NC(=O)c3ccccc3C(=O)O)cc2)c1C,-0.4,i,25
CN1C(C(=O)N2CCc3ccccc3C2)=CC(c2ccc(F)cc2)=NS1(=O)=O,0.0,i,16
Cc1cccn2cc(CNC(=O)c3ccco3)nc12,2.2,i,13
CCOC(=O)C1=C(C)N(CCO)C(=O)NC1c1ccccc1 (stereo not given),6.5,i,9
C=CCON1C(=O)c2ccccc2C1=O,-0.1,i,17
COC(=O)c1sccc1NC(=O)c1cccs1,-6.1,i,12
Cc1cccc(C(=O)Nc2cccnc2Cl)c1,-1.4,i,22
CSCC[C@H](NC(=O)[C@H](Cc1ccccc1)n1c(=O)[nH]c2ccccc2c1=O)C(=O)N1CCC(C(=O)O)CC1,1.3,i,11
Clc1cccc(C[n+]2cc(-c3ccccc3)n3c2CCC3)c1,0.3,i,13
CN1C(=O)S/C(=C/c2ccccc2OCc2ccc(C(=O)O)cc2)C1=O,-3.0,i,26
O=C1CC(NCc2ccc3c(c2)OCO3)C(=O)N1Cc1ccc2c(c1)OCO2 (stereo not given),-2.6,/,10
Cc1ccc2c(c1)cc1c(=O)n(CC(=O)N3CCCC3)nc(C)n12,1.3,i,17
COc1ccccc1NC(=O)c1ccc(COc2ccc3c(c2)CCC3)cc1,-0.2,i,0
CCN(Cc1ccccc1)C(=O)CCS(=O)(=O)c1ccc2c(c1)n(C)c(=O)c(=O)n2C,-1.1,i,17
CCOC(=O)c1sc(Nc2ccccc2)nc1C,0.7,i,61
O=C(CN(C(=O)Cn1nnc(-c2ccc(F)cc2)n1)c1cnc2ccccc2c1)NCC1CCCO1 (stereo not given),1.6,i,17
Cc1cc(=O)oc2cc(NC(=O)C(C)Oc3ccccc3)ccc12 (stereo not given),-1.4,i,5
CCOC(=O)c1ccc(NC(=S)NCc2ccccc2)cc1,0.2,i,5
CC(C)[C@H](NC(=O)c1ccccc1)C(=O)OCc1nnc(-c2ccccc2)o1,-0.2,i,24
CCOc1ccccc1-c1nc(C(N)=O)c2[nH]c(=O)n(-c3ccc(F)cc3)c2n1,-0.6,i,6
COc1ccc(C)cc1N(CC(=O)N1CCCCCC1)S(=O)(=O)c1ccccc1,-1.8,i,18
Cc1ccc(C(C(=O)NC2CCCC2)N(CCCO)C(=O)Cn2nnc(-c3ccc(C)o3)n2)cc1 (stereo not given),-1.0,i,24
Cc1coc2c(C)c3oc(=O)c(CCC(=O)NCCCN4CCOCC4)c(C)c3cc12,-0.4,i,13
COc1ccc(-c2noc3c2-c2nc(-c4ccccc4C)sc2CC3)cc1,-1.0,i,3
COC(=O)c1sc(N)c(C(=O)OC)c1COC(=O)C12CC3CC(CC(O)(C3)C1)C2,-1.4,i,1
CC1CCc2sc(C(=O)NC(C)C3CCCO3)cc2C1 (stereo not given),-0.2,-6.1*,5
COc1ccccc1/C=C/C(=C1/C(=O)N(c2ccccc2)N=C1C)c1ccc(C)cc1,-1.3,i,17
O=C(NC1CCCCC1)c1ccc([N+](=O)[O-])o1,-2.7,i,39*
Cc1ccc(S(=O)(=O)CCC(=O)OCC(=O)NC(C)c2ccc(F)cc2)cc1 (stereo not given),-0.1,/,5
COc1cccc(CNC(=O)N[C@@H](C)C(=O)O)c1,-1.3,i,17
O=C(c1cc2ccccc2oc1=O)N(Cc1cccs1)Cc1cccs1,-0.4,i,10
COc1ccc(C(=O)/C=C/c2cccs2)c(OC(=O)c2cccc([N+](=O)[O-])c2)c1,5.5,i,14
CC(NC(=O)C1CSC2(C)CCC(=O)N12)c1ccccc1Cl (stereo not given),-0.6,i,10
COc1ccc(/C=C2\SC(=NCc3ccccc3)N(Cc3ccccc3)C2=O)cc1OC,10,i,22
CN(C)C(=N)c1n[nH]nc1SCc1ccccc1,-2.9,i,5
C=C(C)CN=C1SC(C(=O)Nc2sc3c(c2C(=O)OC)CCC3)C(N)=C1C(N)=O (stereo not given),/,i,40
O=C(c1ccc2c(c1)OCO2)C1CCCN(C2CCN(CCc3ccccc3)CC2)C1 (stereo not given),-0.6,i,9
C=CCNC(=O)C1CC(=O)N(c2ccc(OCC(=O)Nc3ccc(OC)cc3)cc2)C1 (stereo not given),-2.9,i,3
CCCCCOc1ccccc1C(=O)NCCC(=O)O,-0.1,i,7
COc1cc(OC)c(C(=O)CCCN2CCCC2)c(OC)c1,-0.3,i,11
Nc1ccc2c(c1)C(=O)c1ccccc1C2=O,3.1,/,22
O=C(c1ccc(Cl)cc1)C1CCN(C(=O)N2CCOCC2)CC1,-0.7,i,2
O=C(Oc1ccc(C(=S)N2CCOCC2)cc1Cl)c1ccccc1F,-1.4,i,7
CC1CCN(C2CC(=O)N(c3ccccc3)C2=O)CC1 (stereo not given),-1.8,i,4
O=[N+]([O-])c1cc(Cl)cc(/C=N/n2cnnc2)c1O,-0.7,i,40
O=C1CCC(C(=O)N2CCCC(Nc3ccc(F)cc3)C2)=NN1 (stereo not given),-0.8,i,12

# The listing continues:
SMILES,STK33 kinase inh,KCNQ2 block,OX1R antag
C=CCn1c2ccccc2c2nnc(SCc3ccc4nonc4c3)nc21,0.9,i,15
CCOC(=O)Nc1ccc2ncn(C)c(=O)c2c1,-0.1,i,24
Cc1cc(C)cc(NS(=O)(=O)c2ccc(NC(=S)Nc3ccccc3)cc2)c1,-0.1,i,0
Cc1ccccc1NS(=O)(=O)c1cc2c3c(c1)C(C)C(=O)N3CCC2 (stereo not given),1.4,i,3
CC12CCC(C(=O)N(CSC(=S)N/N=C\c3ccccc3Cl)C1=O)C2(C)C (stereo not given),-1.3,i,30
O=S(=O)(NC1CCCc2ccccc21)c1cnc[nH]1 (stereo not given),-2.3,i,7
CC(=O)Nc1ccc(NC(=O)CSc2nnc(C)c(=O)[nH]2)cc1,-0.8,i,10
Cc1cc(=O)oc2ccc(OC(=O)c3cccc(S(=O)(=O)N4CCOCC4)c3)cc12,0.6,i,27
Cc1cc(C(=O)CN2C(=O)C(=O)N(Cc3ccccc3)C2=O)c(C)n1Cc1ccccc1,-2.3,/,5
COc1ccc(OC)c(NS(=O)(=O)c2ccc(NC(=O)C3COc4ccccc4O3)cc2)c1 (stereo not given),-1.4,i,16
COCCNC(=O)CC(NS(=O)(=O)c1ccc(C)cc1)c1ccco1 (stereo not given),-0.8,/,15
C=C(C)Cn1c(=O)c2c(nc3n2CCCN3CCc2ccccc2)n(C)c1=O,0.8,i,21
CCN1C(=O)N[C@@H](CCc2ccccc2)C(C(=O)OC)=C1C,-1.6,i,16
O=C1c2c(O)cc(O)cc2O[C@H](c2ccc(O)c(O)c2)[C@@H]1O,6.7,i,15
O=S(=O)(c1ccc2c(c1)OCCO2)N1CCC(n2cnc3cc(F)ccc32)CC1,-0.6,i,27
COc1ccc(C2=CC(c3ccc(Cl)cc3)n3cnnc3N2)cc1OC (stereo not given),0.1,i,12
O=C(NC1CC1)c1cc2cc3ccccc3nc2s1,-0.2,i,9
O=C1CCN(Cc2ccccc2)S(=O)(=O)c2ccccc21,-2.0,i,27
c1csc(-c2cnc3n2CCCC3)c1,-0.5,i,5
CC1CC(N(C(=O)c2ccccc2Cl)c2ccccc2)c2ccccc2N1 (stereo not given),0.1,i,22
O=C(O)C1=C(C(=O)Nc2ccc(F)c(Cl)c2)CCCC1,-0.9,i,8
CCCc1cc(=O)[nH]c(SCC(=O)Nc2cc(S(=O)(=O)N3CCOCC3)ccc2Cl)n1,0.4,/,11
CC(C)c1ccc(CCNC(=O)CCNS(=O)(=O)c2ccc(Br)cc2)cc1,-0.5,/,10
CC[C@@H]1CCCCc2ccccc2[C@@H](C(=O)C[C@@H](O)CC(C)=O)OC1=O,-0.4,/,8
Cc1cccc(NS(=O)(=O)Cc2ccccc2)c1C,-0.4,i,-1
COc1ccc(CN2CCN(C(C)C(=O)N3CCc4ccccc43)CC2)cc1OC (stereo not given),-0.3,i,6
O=C(CCCSc1nc2ccccc2[nH]1)NC(c1ccccc1)c1ccccc1,0.8,i,27
Cc1ccc(NS(=O)(=O)c2ccc(CCC(=O)NCc3cccnc3)cc2)cc1,1.2,i,6
Cc1ccc(OC(=O)CCc2c(C)nc3ncnn3c2C)cc1,-0.3,i,6
O=C(CSc1ccc(-c2ccccc2)nn1)Nc1ccc2c(c1)OCCO2,-0.9,i,18
CCCNc1nc(C)c(C(C)=O)cc1C#N,-0.8,i,17
CC1(C)CC(=O)C2=C(C1)N=C1SCCC(=O)N1C2c1cccc([N+](=O)[O-])c1 (stereo not given),-1.5,i,19
N#Cc1cc2c(nc1Cl)CCC2,-0.3,i,9
CCn1ncc([N+](=O)[O-])c1C(=O)N1CCc2ccccc2C1,-0.3,i,8
O=S(=O)(NC1CC1)c1ccc(S(=O)(=O)N2CCc3ccccc32)cc1,0.1,i,32
COc1ccc(NC(=O)CN(C)S(=O)(=O)c2ccccc2)cc1OC,0.6,i,16
Cc1ccccc1Cn1cnc2c(nnn2Cc2ccc(F)cc2)c1=O,-2.2,i,8
CCOn1c(=O)c(-c2cccc([N+](=O)[O-])c2)[n+]([O-])c2ccccc21,0.3,i,10
CC(C)(C)C(=O)C[n+]1cccc(C(N)=O)c1,-0.3,i,10
OCn1c2ccccc2c2ccccc21,-0.8,i,-6

# Part of the list above in a different format.
# Below each SMILES – STK33 kinase inh, KCNQ2 block, OX1R antag
- CC(C)c1ccc(CCNC(=O)CCNS(=O)(=O)c2ccc(Br)cc2)cc1
  -0.5, /, 10
- CC[C@@H]1CCCCc2ccccc2[C@@H](C(=O)C[C@@H](O)CC(C)=O)OC1=O
  -0.4, /, 8
- Cc1cccc(NS(=O)(=O)Cc2ccccc2)c1C
  -0.4, i, -1
- COc1ccc(CN2CCN(C(C)C(=O)N3CCc4ccccc43)CC2)cc1OC (stereo not given)
  -0.3, i, 6
- O=C(CCCSc1nc2ccccc2[nH]1)NC(c1ccccc1)c1ccccc1
  0.8, i, 27
- Cc1ccc(NS(=O)(=O)c2ccc(CCC(=O)NCc3cccnc3)cc2)cc1
  1.2, i, 6
- Cc1ccc(OC(=O)CCc2c(C)nc3ncnn3c2C)cc1
  -0.3, i, 6
- O=C(CSc1ccc(-c2ccccc2)nn1)Nc1ccc2c(c1)OCCO2
  -0.9, i, 18
- CCCNc1nc(C)c(C(C)=O)cc1C#N
  -0.8, i, 17
- CC1(C)CC(=O)C2=C(C1)N=C1SCCC(=O)N1C2c1cccc([N+](=O)[O-])c1 (stereo not given)
  -1.5, i, 19
- N#Cc1cc2c(nc1Cl)CCC2
  -0.3, i, 9
- CCn1ncc([N+](=O)[O-])c1C(=O)N1CCc2ccccc2C1
  -0.3, i, 8
- O=S(=O)(NC1CC1)c1ccc(S(=O)(=O)N2CCc3ccccc32)cc1
  0.1, i, 32
- COc1ccc(NC(=O)CN(C)S(=O)(=O)c2ccccc2)cc1OC
  0.6, i, 16
- Cc1ccccc1Cn1cnc2c(nnn2Cc2ccc(F)cc2)c1=O
  -2.2, i, 8
- CCOn1c(=O)c(-c2cccc([N+](=O)[O-])c2)[n+]([O-])c2ccccc21
  0.3, i, 10
- CC(C)(C)C(=O)C[n+]1cccc(C(N)=O)c1
  -0.3, i, 10
- OCn1c2ccccc2c2ccccc21
  -0.8, i, -6

# Continued.
SMILES,STK33 kinase inh,KCNQ2 block,OX1R antag
Cc1ccc(CC(=O)N(C)CC(=O)N(CC(C)C)c2c(N)n(CC(C)C)c(=O)[nH]c2=O)cc1C,0.3,i,4
O=C(CSc1nc(Cc2ccccc2)nc2ccccc12)c1ccc2c(c1)OCCO2,-2.1,i,41*
Clc1ccc(CSc2ncnc3nc[nH]c23)cc1,-0.4,i,2
Cc1ccc(S(=O)(=O)N2CCCCC2)cc1NC(=O)COC(=O)CNC(=O)c1cc(Cl)cc([N+](=O)[O-])c1,-0.4,i,43
Cc1ccc(NC(=O)C2CCCN2c2nn3c(=O)cc(C)nc3s2)cc1 (stereo not given),-0.8,i,14
C=CCN1C(=O)/C(=C/c2ccc(-c3ccc(F)cc3)o2)SC1=S,-1.4,i,9
